b-catenin transl: modulators of beta-catenin nuclear translocation; actives 0.3% (n = 190,000); nuclear translocation activity, % at 5 µM; AID 1665; HeLa beta-catenin nuclear translocation, immunofluorescence imaging;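 active = nuclear translocation activity above 50% at 5 µM, with a well cell count of 50 or more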;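 also: per-cell ratio of nuclear to cytoplasmic median beta-catenin stain intensity; plate controls were DMSO negative control for no effect and GSK-3 inhibitor IX positive control for full effect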
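Test system: human HeLa cells, native beta-catenin. Compound dosing: 5 µM primary single dose, 0.1% DMSO, 0.02–20 µM confirmation series. Incubation: compound exposure 24 h at 37°C. Detection: beta-catenin immunostaining with DAPI counterstain, 20x imaging, 6 fields/well. Read-out basis: Nuclear/cytoplasmic beta-catenin signal ratio, % activation.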
Ins promoter up: MIN6 insulin promoter up-regulation | MIN6 insulin promoter-GFP reporter, high-content imaging; active compounds read high | z-score at 5 µM | actives 0.3% (n = 190,000) | AID 1625;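 active = z-score above 3 at 5 µM with at least 500 cells counted in the well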
human PMI inhibitors: MPI inhibition at elevated mannose 6-phosphate – biochemical, fluorescence intensity, high mannose 6-phosphate, primary screen (AID 1220). recombinant PMI enzyme, coupled fluorescence intensity; higher % means a stronger effect. inhibition, % at 20 µM; hits with a dose series show IC50 in µM. actives 0.66% (n = 190,000)
Yfh1-off respiration: mitochondrial function rescue without frataxin homolog – Friedreich's ataxia, plus single-dose screen, dose response (AID 1465) | S. cerevisiae Yfh1-off respiration, WST-1 reduction, 72 h; higher fold induction means a stronger effect | one-dose fold induction at 50 µM; EC50 in µM for titrated hits | actives 0.074% (n = 220,000);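 active = fold induction of absorbance versus untreated yeast above a set limit, then at least 30% activation at any dose in follow-up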;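 also: activators that raise dye reduction in frataxin-depleted yeast; strong numbers were not always called active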
PMI inhibitors: MPI enzyme activity inhibition – biochemical, fluorescence intensity, coupled assay, primary screen (AID 1209) | purified PMI enzyme, coupled fluorescence intensity; higher % means a stronger effect | inhibition, % at 20 µM; hits with a dose series show IC50 in µM | actives 0.42% (n = 190,000);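 also: plate controls were DMSO vehicle for no effect and wells lacking substrate for full effect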
MT stabilizer: microtubule stabilization, imaging screen. % tubulin-high responders, % at 10 µM. actives 0.83% (n = 200,000). HeLa tubulin immunostaining HCS, 24 h; share of cells brighter than vehicle mean+2SD;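 active = plate Z-score above 3 for both tubulin-high and condensed-nucleus cell shares, with cell loss under 80%, at 10 µM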;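 also: anti alpha tubulin signal scored within the nucleus-defined area of each cell; some results filed as inactive read as strong as hits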
Autophagy mod: alters autophagy in cells | calls only at 10 µM (by protocol) | actives 0.98% (n = 190,000) | MEF GFP-LC3 puncta imaging; test concentration mostly 10 µM;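 active = percentage of spot-positive cells more than 3 SD above its plate mean, without a fluorescence outlier flag or 80% toxicity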;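 also: spot-positive cell cutoff set from DMSO-treated cells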
WT yeast gro inh: growth inhibition of WT yeast, mitochondrial fusion screen | inhibition, % at 10 µM | mitochondrial fusion phenotypic screen, WT strain | actives 2.1% (n = 190,000); in the data active = inhibition above about 58%; tested in S. cerevisiae
Dynein cargo inh: dynein cargo transport inhibition. 3617.4 mouse cells, GR-EGFP nuclear translocation imaging; test concentration mostly 20 µM; stimulated with dexamethasone, 1 µM; active compounds read low. z-score, hits read low. actives 0.47% (n = 220,000). AID 1381;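 active = plate z-score of nuclear minus cytoplasmic receptor signal below a set negative limit, without overly bright fluorescence or cell loss, cut at about -3.5 in these data, passing the limit was not always enough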;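 also: z-score of nuclear minus cytoplasmic ring GR-EGFP intensity difference per well; some compounds called inactive have numbers as strong as hits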
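Medium: Induction medium lacking tetracycline, stripped serum | Probe or stimulus: 1.0 µM final dexamethasone stimulus | Schedule: 48 h induction, then 1 h compound, then 30 min agonist, 37 °C | Signal: Automated 10x imaging of fixed Hoechst-stained cells | Evaluation: Per-cell GR-EGFP intensity, nucleus versus surrounding cytoplasmic ring, well-averaged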
WT yeast gro inh mutant strain: second read-out of WT yeast gro inh, no call of its own (marks repeat the call); inhibition, %; mitochondrial fusion phenotypic screen, mutant strain inhibition
Dynein cargo inh cytoplasmic EGFP: also measured in Dynein cargo inh; calls as there; z-score; measured here: cytoplasmic GR-EGFP intensity; active compounds read high
Dynein cargo inh nuclear GR-EGFP: second read-out of Dynein cargo inh, no call of its own (marks repeat the call); z-score; measured here: nuclear GR-EGFP intensity;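 lower value marks the stronger effect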
Dynein cargo inh cell count: also measured in Dynein cargo inh; calls as there; z-score; measured here: cell count per field
Ins promoter up cell count: second read-out of Ins promoter up, no call of its own (marks repeat the call); cell count; measured here: cytotoxicity, nuclei count;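 total cells summed across four imaged fields per well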
b-catenin transl cell count 5 µM: further read-out of b-catenin transl, marked with its call; cell count; measured here: cell count, cytotoxicity flag
MT stabilizer Hoechst-high %: further read-out of MT stabilizer, marked with its call; % Hoechst-high responders; measured here: nuclear condensation Hoechst responders;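 share of cells brighter than vehicle mean plus two SD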
MT stabilizer cytotoxicity %: also measured in MT stabilizer; calls as there; toxicity, %; measured here: cytotoxicity by cell density;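 0% = mean cell density of plate MIN control wells and 100% = no cells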
Autophagy mod cell loss 18 h: further read-out of Autophagy mod, marked with its call; toxicity, %; measured here: cell loss, nuclei count;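 cell loss after 18 h compound exposure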
An asterisk follows results filed as active; i = inactive; . = not tested or not shown. Rule as the data show it, unless noted: active = inhibition above about 50%; inactive = the rest.

SMILES	b-catenin transl	b-catenin transl cell count 5 µM	Ins promoter up	Ins promoter up cell count	human PMI inhibitors	Yfh1-off respiration	PMI inhibitors	MT stabilizer	MT stabilizer Hoechst-high %	MT stabilizer cytotoxicity %	Autophagy mod	Autophagy mod cell loss 18 h	WT yeast gro inh	WT yeast gro inh mutant strain	Dynein cargo inh	Dynein cargo inh cytoplasmic EGFP	Dynein cargo inh nuclear GR-EGFP	Dynein cargo inh cell count
COc1ccc(CCN2C(=O)NC(NC(=O)CCc3ccccc3)(C(F)(F)F)C2=O)cc1OC (stereo unspecified)	-1.2	1166	0.03	1285	3%	i	15%	1.5	2.1	7.5	i	17	10	7	1.6	-0.13	1.7	-2.2
Cc1ccc[n+](CC(=O)c2ccc(-c3ccccc3)cc2)c1	0.3	1086	0.19	1250	23%	i	1%	4.6	3.5	1.2	i	0	6	0	-0.052	-0.31	-0.075	-0.12
N#C/C(=C\c1ccccc1)c1n[nH]c(Cn2cncn2)n1	0.4	1062	1	771	5%	i	10%	2.5	1.6	3.0	i	31	4	10	0.44	-0.21	0.47	0.16
O=C(O)c1ccc(CSc2nnc(Cc3ccccc3)o2)cc1	-17	1231	.	.	3%	i	3%	1.9	1.3	4.7	i	2	-6	-19	-1.2	0.16	-0.59	0.25
O=C(CSc1nn(-c2ccc(Cl)cc2)c(=S)s1)N1CCN(C(=O)c2ccco2)CC1	0.0	714	0.63	1090	-15%	i	-12%	3.7	1.3	6.2	i	24	-4	-3	-0.7	-0.23	0.35	0.88
CCN(CC)S(=O)(=O)c1ccc(-n2cnnn2)c(C)c1	.	.	.	.	2%	i	10%	0.7	0.9	14	i	0	14	7	-1.1	-0.32	-0.7	0.5
O=C(c1c[nH]c2ccccc12)C(O)C(c1ccccc1)N1CCOCC1 (stereo unspecified)	.	.	-1.5	1293	4%	i	6%	3.0	1.9	5.6	i	-22	7	-4	-0.33	-0.29	-0.81	0.74
CCc1ccc(S(=O)(=O)NCc2cn3ccsc3n2)s1	-0.7	1107	0.23	1295	4%	i	8%	2.1	2.0	1.5	i	8	-5	-44	-0.19	-0.2	0.16	0.5
Cc1ccc(-n2nnc3c(=O)n(CC(=O)N4CCCC4)cnc32)cc1	0.2	1301	-0.28	1576	-4%	i	2%	5.9	1.4	2.4	i	18	9	13	-0.58	-0.18	-0.14	0.45
Cc1ccc(-c2nn(C)c(=O)c3ccccc23)cc1S(=O)(=O)NCCN(C)C	-1.3	977	-0.03	1479	4%	i	10%	2.0	1.6	9.7	i	3	-16	-9	0.044	-0.15	0.54	-0.0029
CS(=O)(=O)C1=C(O)C(=O)N(c2ccccc2)C1c1ccccc1 (stereo unspecified)	-0.1	1107	-0.43	1267	-4%	i	-2%	4.6	2.5	14	i	5	-8	-11	-0.35	-0.22	0.022	0.71
Cc1ccccc1N1CC(O)(c2ccccc2)[N+]2=C1SCC2 (stereo unspecified)	-1.3	1259	0.84	1024	-18%	.	-9%	4.0	3.5	9.3	i	8	-14	1	-0.52	-0.24	-0.47	0.43
CC(=O)Nc1ccc(NC(=O)c2ccccc2N(C)S(C)(=O)=O)cc1	-1.5	1073	-0.66	1202	-3%	i	0%	3.2	2.4	6.3	i	-2	2	19	-0.2	-0.22	-0.11	-0.37
Cc1cc2nc(-c3ccc(NC(=O)C(C)C)cc3)oc2cc1C	0.1	1099	0.04	1195	4%	.	12%	0.4	2.4	21	i	4	-6	2	-0.31	-0.24	0.2	0.98
O=C(CCCn1c(=O)[nH]c2ccc(Br)cc2c1=O)NCc1ccc(Cl)cc1	-1.0	1059	0.17	1153	-5%	i	-2%	2.4	2.1	2.4	i	9	2	0	-0.27	-0.29	0.3	0.05
Cc1nc2ccccn2c1C(=O)NN=C1CCN(C)CC1	-1.0	1081	-0.29	1209	-2%	i	-8%	0.1	2.6	9.0	i	-1	15	13	1.1	-0.28	0.68	0.88
O=[N+]([O-])c1ccc(N2CCSCC2)cc1O	-3.2	1168	0.33	1387	.	i	.	.	.	.	.	.	.	.	0.33	-0.29	0.13	0.093
CCOc1cc(N2CCOCC2)c(OCC)cc1NC(=O)c1ccc(OC)cc1	2.5	1099	0.01	1114	22%	i	3%	1.7	3.2	9.7	i	-7	-14	-6	0.41	-0.19	0.11	0.35
NS(=O)(=O)c1cccc(NC(=O)COC(=O)C2(c3cccc(F)c3)CCCC2)c1	-0.1	1132	0.6	1347	16%	i	30%	3.7	1.5	9.0	i	6	17	13	0.015	-0.25	0.079	1.9
COc1cc(/C=C(\C#N)C(=O)NCC2CCCO2)c([N+](=O)[O-])cc1OC (stereo unspecified)	-0.8	1324	0.85	1401	34%	i	18%	2.1	1.1	1.3	i	3	11	8	1	-0.14	0.86	-1.2
O=C1NCCN(Cc2c(F)cccc2Cl)C1CC(=O)N1CCCCO1 (stereo unspecified)	0.9	995	-0.15	1387	-2%	i	-2%	3.0	2.3	2.0	i	-11	.	.	0.55	0.41	0.51	-1.7
O=C(NC1CC(=O)c2sccc21)c1cccc(C(F)(F)F)c1 (stereo unspecified)	-3.4	1011	-0.19	1467	-6%	i	-3%	1.9	1.5	3.2	i	4	16	7	0.61	-0.28	1	-0.64
COC(=O)c1ccc2nccnc2c1	0.2	1322	-0.96	1096	.	i	.	.	.	.	.	.	.	.	0.063	-0.25	0.49	0.37
COc1ccc(CNC(=O)CSc2ncnc3ccccc23)cc1OC	-2.3	1047	-0.74	1417	-2%	i	2%	2.7	0.9	10	i	9	-35	-10	-0.91	-0.15	-0.6	0.9
CCN=C(NC#N)SCc1c(F)cccc1Cl	3.8	536	0.27	1330	4%	i	2%	5.5	1.9	6.0	i	0	-6	-10	-0.37	-0.23	-0.55	0.28
COc1ccc(Br)cc1CNC(=O)CCc1nc(-c2ccc(C)cc2)no1	-0.4	1042	0.57	1256	11%	i	11%	1.6	1.5	9.9	i	-2	1	-6	0.12	0.2	0.49	2
CC1CCC(NC(=O)c2ccc(NC(=O)c3ccc(=O)[nH]c3)cc2)CC1 (stereo unspecified)	-0.3	601	-0.53	1283	-4%	.	-9%	5.1	3.1	9.7	i	-1	12	-4	-0.67	-0.14	0.4	0.96
Cc1ccc(CN2CCNC(=O)C2CC(=O)NCC(F)(F)F)o1 (stereo unspecified)	-2.9	1001	.	.	11%	i	-8%	1.5	2.1	11	i	3	4	-6	1.2	0.091	1.1	-0.73
CC(C)C(c1nnnn1Cc1ccc(F)cc1)N1CCN(C(=O)c2ccco2)CC1 (stereo unspecified)	-0.1	1115	-0.3	1211	11%	i	9%	4.5	2.0	2.0	i	18	1	8	1.2	-0.18	1.4	-2.5
Cc1cc(=O)oc2cc(OCCSCCN3CCCCC3)ccc12	-1.9	1050	0.39	1396	.	i	.	.	.	.	.	.	.	.	-0.072	-0.12	-5.3e-05	-0.54
Cc1ccc(-c2nn(CC(=O)O)c(=O)c3ccccc23)cc1	-0.9	1216	0.32	1243	-10%	i	-18%	2.0	1.6	7.0	i	-3	5	-1	0.15	-0.22	-0.017	0.76
N#Cc1cc2c(nc1SCC(=O)Nc1sc3c(c1C#N)CCC3)CCCCCC2	-3.7	1208	-0.37	936	-2%	i	-1%	6.1	1.3	4.9	i	4	18	-4	-1	-0.15	-0.32	1
COc1cc2c(cc1NC(=O)C(C)Sc1ccc(C)cc1)oc1ccccc12 (stereo unspecified)	0.8	1428	0.1	1102	15%	i	25%	3.4	1.6	5.3	i	14	13	8	0.53	-0.1	0.83	0.81
O=C(CN1C(=O)COc2ccc(Cl)cc21)Nc1ccc2c(c1)OCCO2	1.4	865	1.9	1260	12%	i	16%	1.6	2.0	5.4	i	9	2	-4	-1.5	-0.23	-0.68	0.18
Cc1cc(NS(=O)(=O)c2ccc(NC(=O)c3cc(-c4ccccc4Cl)nc4ccccc34)cc2)no1	-0.5	958	-0.14	1293	-2%	i	3%	3.5	1.7	5.0	i	-3	12	4	0.34	-0.26	0.25	0.17
COc1ccc(CC(=O)NNC(=O)c2cnccn2)cc1	-1.7	524	-0.01	1396	20%	i	20%	2.9	1.5	0.3	i	25	8	-8	0.3	-0.22	0.28	0.38
Cc1ccccc1C(=O)NNc1ncnc2c1cnn2C	.	.	-0.22	1273	3%	i	6%	4.0	2.3	7.1	i	12	3	22	-0.57	-0.27	-0.55	1.2
Cn1nnnc1SCC(=O)Nc1ccccc1N1CCCCC1	1.5	1177	.	.	-7%	i	-6%	5.9	2.7	8.0	i	-9	0	-2	0.83	-0.18	0.54	-0.92
Cc1c(C(=O)O)cccc1-n1c(C)cc(/C=N/NC(=O)c2cc3ccccc3o2)c1C	.	.	-0.31	1379	11%	i	-1%	2.8	2.8	5.0	i	4	15	-8	1.1	-0.28	0.12	-0.51

Reformatted: results already given
| Compound | b-catenin transl | b-catenin transl cell count 5 µM | Ins promoter up | Ins promoter up cell count | human PMI inhibitors | Yfh1-off respiration | PMI inhibitors | MT stabilizer | MT stabilizer Hoechst-high % | MT stabilizer cytotoxicity % | Autophagy mod | Autophagy mod cell loss 18 h | WT yeast gro inh | WT yeast gro inh mutant strain | Dynein cargo inh | Dynein cargo inh cytoplasmic EGFP | Dynein cargo inh nuclear GR-EGFP | Dynein cargo inh cell count |
| --- | --- | --- | --- | --- | --- | --- | --- | --- | --- | --- | --- | --- | --- | --- | --- | --- | --- | --- |
| Cc1cc(=O)oc2cc(OCCSCCN3CCCCC3)ccc12 | -1.9 | 1050 | 0.39 | 1396 | . | i | . | . | . | . | . | . | . | . | -0.072 | -0.12 | -5.3e-05 | -0.54 |
| Cc1ccc(-c2nn(CC(=O)O)c(=O)c3ccccc23)cc1 | -0.9 | 1216 | 0.32 | 1243 | -10% | i | -18% | 2.0 | 1.6 | 7.0 | i | -3 | 5 | -1 | 0.15 | -0.22 | -0.017 | 0.76 |

High-throughput results (PubChem)
